# UTI89 phage lysis: protection from phage-mediated lysis, alamar blue read-out – E. coli UTI89, K1F phage, bacterial capsule biogenesis inhibitors (AID 488966). actives 0.02% (n = 340,000). E. coli UTI89 K1F phage lysis, alamar blue, 2 h; higher % means a stronger effect. one-dose inhibition, % at 100 µM; IC50 in µM for titrated hits;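 active means phage lysis inhibition, versus mean bacterial control, above a set limit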;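 further: capsule biogenesis inhibitors block K1F phage lysis so surviving cells raise fluorescence; higher fluorescence means more inhibition of phage lysis; actives were called in the ten point dose series up to 300 µM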
# PMI inhibition: human PMI inhibitors, high substrate, primary screen, biochemical, fluorescence intensity, high mannose 6-phosphate (AID 1220) | recombinant PMI enzyme, coupled fluorescence intensity; higher % means a stronger effect | one-dose inhibition, % at 20 µM; IC50 in µM for titrated hits | actives 0.66% (n = 190,000)
# XIAP antagonists: small molecules displacing peptide from XIAP – biochemical, IAP family, fluorescence polarization (AID 1018). XIAP BIR domain, fluorescence polarization peptide displacement; higher % means a stronger effect. displacement, % at 20 µM; hits with a dose series show IC50 in µM. actives 0.007% (n = 200,000); in the data active means displacement above about 50%; further: a part of the inactive calls stands beside numbers as strong as those of hits
# M1AAP inhibition: malaria alanyl aminopeptidase activity blockers – biochemical, fluorogenic H-Leu-NHMec substrate, 1536-well (AID 1445); recombinant M1AAP, H-Leu-NHMec fluorogenic kinetic assay; higher % means a stronger effect; actives 0.42% (n = 220,000); inhibition, % at 30 µM; hits with a dose series show IC50 in µM;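 active means primary inhibition above the hit cutoff, then over 50% inhibition at one or more dose response concentrations, cut at about 23% in these data, passing the limit was not always enough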;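 further: plate controls were DMSO full reaction for no effect and no enzyme background for full effect; strong numbers were not always called active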
# Siah-1 displacement: blockers of Siah-1 interaction with plectin peptide – biochemical, fluorescence polarization, rhodamine-plectin, uHTS, primary screen (AID 1817); displacement, % at 20 µM; hits with a dose series show IC50 in µM; Siah-1 / rhodamine-plectin peptide fluorescence polarization; higher % means a stronger effect; actives 0.02% (n = 290,000);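 active means displacement of at least 50% at 20 µM, with a fluorescence ratio check between 0.3 and a set limit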;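 further: plate controls were Siah plus tracer with DMSO for no effect and tracer alone without Siah for full effect; strong numbers were not always called active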
# TNAP activation fold: human TNAP enzyme activators, primary screen, biochemical, luminescent, no phosphate acceptor, uHTS (AID 1001). purified TNAP, luminescent activation assay, no phosphate acceptor; higher activation fold means a stronger effect. one-dose activation fold at 20 µM; EC50 in µM for titrated hits. actives 0.03% (n = 200,000); in the data active means activation fold from about 3, or a potency from the dose series; inactive means the rest, 99 in 100 with activation fold below about 1.6; further: many of its hits are not listed in these tables
# P. falciparum M17LAP: P. falciparum M17LAP inhibitors, primary screen, biochemical, fluorogenic H-Leu-NHMec substrate, 1536-well (AID 1619) | recombinant M17LAP, H-Leu-NHMec fluorogenic kinetic assay; higher % means a stronger effect | one-dose inhibition, % at 30 µM; IC50 in µM for titrated hits | actives 0.38% (n = 220,000);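 active means compound inhibiting the enzyme by more than half at any dose during confirmatory dose-response retesting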;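 further: plate controls were full reaction with DMSO carrier for no effect and no enzyme background for full effect; strong numbers were not always called active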
# PMI inhibitors: inhibitors of human PMI, primary screen, biochemical, fluorescence intensity, coupled assay (AID 1209); one-dose inhibition, % at 20 µM; IC50 in µM for titrated hits; purified PMI enzyme, coupled fluorescence intensity; higher % means a stronger effect; actives 0.42% (n = 190,000);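 further: plate controls were DMSO vehicle for no effect and wells lacking substrate for full effect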
# Lipid droplet: hepatic lipid droplet formation modulation; AML12 mouse hepatocytes, oleate lipid droplets, BODIPY imaging; inhibition, % at 6.5 µM; actives 0.4% (n = 240,000);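 active means lipid droplet intensity inhibited by at least 50%, with more than 500 cells counted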
#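 material = mouse AML12 hepatocyte cell line, fixed after treatment | also added = 100 µM oleic acid challenge | doses = compound at 6.5 µM only | schedule = overnight exposure | technique = Image-based BODIPY and DAPI two-channel analysis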
# Lipid droplet cells 6.5 µM: further read-out of Lipid droplet, marked with its call; cell count; measured here: cell count, cytotoxicity flag;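 cells counted across two imaged fields per well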
# Numbers without * were called inactive; . = no result given; [ ] = another dose, or the depositor's remark. Unless noted, no stated cut-off is given here; in the data, active means inhibition above about 50%; inactive means the rest.
SMILES,UTI89 phage lysis,PMI inhibition,XIAP antagonists,M1AAP inhibition,Siah-1 displacement,TNAP activation fold,P. falciparum M17LAP,PMI inhibitors,Lipid droplet,Lipid droplet cells 6.5 µM
CC(=O)Nc1ccc(NC(=O)CN(C)CC(=O)Nc2ccccc2Br)cc1,0.1%,-9.6%,-4.4%,5.5%,0.3%,1.1,0.4%,-7.2%,20.7,751
O=S(=O)(/N=C(/Nc1ccccn1)c1ccc(Cl)cc1)c1ccc(Cl)cc1,4.8%,5.0%,-5.7%,4.5%,1.9%,1.1,-12.5%,8.5%,1.6,585
COc1ccccc1NC(CC(=O)c1ccccc1)C(=O)OCC(=O)c1ccc(C)c(C)c1 (stereo not given),-0.1%,-0.7%,-0.8%,0.7%,1.7%,1.1,11.3%,6.8%,-16.9,705
COc1cc(/C=N/N2CCN(C3c4ccccc4-c4ccccc43)CC2)cc(OC)c1OC,-0.4%,11.2%,-2.7%,1.1%,0.0%,1.1,-11.0%,12.3%,-98.7,629
O=Nc1c2ccc[nH]c-2c2ccc([N+](=O)[O-])cc12,0.0%,3.4%,-7.8%,3.6%,5.5%,1,-0.7%,3.4%,1.1,670
CCc1c(C)[nH]c2ccc(C)cc2c1=O,-2.8%,-3.2%,-9.3%,2.2%,-0.9%,1,2.5%,7.8%,-11.6,686
COc1cc(OC)cc(C(=O)N[C@H](C(=O)Nc2ccc(S(=O)(=O)N(C)C)cc2)C(C)C)c1,1.6%,4.2%,-6.0%,0.9%,2.9%,1.1,-4.8%,-10.2%,0.0,660
COc1cc(OC)cc(C(=O)NCCNC(=O)c2ccco2)c1,1.3%,-7.6%,-3.5%,-3.9%,-4.7%,1,-9.8%,-10.9%,3.7,732
O=C(CNC(=O)c1ccc(Oc2ccccc2)cc1)OCc1ccc(Br)cc1,1.5%,21.1%,-3.8%,-3.8%,4.2%,1,-3.8%,11.8%,-0.4,674
CCn1c2ccccc2c2nnc(SCC(=O)Nc3cc(C)on3)nc21,1.0%,-9.6%,-10.3%,1.8%,-4.5%,1.1,-0.1%,-4.8%,.,.
Cc1cc(C(=O)N2CCN(c3ncccc3C#N)CC2)no1,0.2%,.,.,-5.2%,-0.6%,.,-57.4%,.,-2.0,734
COc1ccc(/C=C/C2=CC(C)(C)NC(=S)N2)cc1,2.8%,-13.4%,-3.4%,1.7%,21.7%,1.1,-2.6%,-14.5%,13.4,764
Cc1cc(C(F)(F)F)nn1Cc1n[nH]c(=S)n1-c1ccc(Cl)cc1,1.8%,-2.8%,-3.3%,-0.1%,0.5%,0.9,-1.1%,-1.4%,11.6,781
CCC(C(=O)Nc1nc(C)c(C(=O)OC)s1)c1ccccc1 (stereo not given),0.6%,4.7%,6.2%,2.5%,16.1%,1.1,-3.8%,13.2%,-12.3,732
COc1c(C(=O)NNC(=O)c2ccccc2)csc1Br,0.4%,.,.,0.6%,-5.7%,.,4.1%,.,8.3,705
Cc1ccccc1N(CC(=O)NC(C)(C)C)C(=O)CS(=O)CC(=O)Nc1ccc2c(c1)OCO2 (stereo not given),-0.5%,.,-7.7%,79.3µM*,-1.5%,1.1,19.8%,.,1.7,716
O=C(CCCc1ccccc1)NCc1ccc(F)cc1,7.6%,-6.5%,-6.0%,5.4%,5.5%,1,-4.2%,-6.6%,17.0,633
COC(=O)c1cc2occc2n1Cc1cccc(C)c1,0.2%,17.4%,-0.6%,5.7%,2.0%,1.1,-3.5%,6.6%,-2.6,730
O=C1N=C(N2CCN(c3ccccc3)CC2)S/C1=C\c1cn[nH]c1-c1ccccc1,0.7%[50 µM],2.8%,-4.5%,1.3%,2.7%,1.2,0.4%,0.0%,21.7,683
CCOC(=O)CNc1c(-c2ccc(Cl)cc2)nc2cnccn12,-0.3%,-5.0%,-12.4%,16.6%,-1.2%,1.1,-251.4%,0.3%,23.0,750
O=C(CCCN1C(=O)c2ccccc2C1=O)Nc1ccccc1C(=O)N1CCOCC1,5.6%,-7.3%,-3.2%,1.5%,-1.4%,1.1,4.6%,-5.5%,.,.
O=C(CSc1nc2ccccc2c(=O)n1NC(=O)Cc1ccccc1)NCc1ccco1,-0.3%,-5.6%,-2.6%,12.3%,2.1%,1.1,9.3%,0.0%,.,.
CCC(NC(=O)c1ccccc1NC(=O)c1ccccc1)C(=O)NNC(=O)c1cccnc1 (stereo not given),0.6%,.,.,1.7%,-0.8%,.,-5.0%,.,9.5,649
CCOc1cccc(C(=O)Nc2cccc(C(=O)NC(C)(C)C)c2)c1,1.4%,8.0%,-3.9%,10.8%,2.6%,1.2,-4.0%,16.5%,6.6,653
Cc1cccc(NC(=O)c2ccccc2OCC(=O)c2ccccc2)c1,0.0%,11.5%,-11.0%,-3.2%,2.9%,1.1,-9.5%,15.2%,19.5,630
C/C(CC(=O)N1CCCC1)=N\NC(=O)c1cc2ccccc2cc1O,0.1%[50 µM],.,.,10.8%,-8.1%,.,12.9%,.,5.8,753
CC(=O)OC1CC(c2cc(C(C)(C)C)c(O)c(C(C)(C)C)c2)=NO1 (stereo not given),-1.5%[50 µM],.,.,11.8%,-2.7%,.,5.7%,.,15.1,748
COc1ccc(-c2cc(C(=O)O)sc2C)cc1,0.2%,-15.9%,1.0%,-9.7%,9.4%,1.2,-12.1%,-20.0%,15.3,756
Cc1cc(Nc2cccc(F)c2)n2nc(C)nc2n1,-0.6%,-10.6%,-0.8%,0.8%,-0.6%,1.1,14.8%,-12.2%,-0.8,783
O=S(=O)(Nc1ccc(N2CCOCC2)cc1)c1ccc(Cl)s1,-0.2%,-4.9%,-11.1%,4.5%,-0.2%,1.2,7.0%,13.8%,2.3,819

# M1AAP inhibition: entries above that show a hit.
Compound	PMI inhibition	XIAP antagonists	M1AAP inhibition	Siah-1 displacement	TNAP activation fold	P. falciparum M17LAP	PMI inhibitors
Cc1ccccc1N(CC(=O)NC(C)(C)C)C(=O)CS(=O)CC(=O)Nc1ccc2c(c1)OCO2 (stereo not given)	.	-7.7%	79.3µM*	-1.5%	1.1	19.8%	.

# Further records.
SMILES,UTI89 phage lysis,PMI inhibition,XIAP antagonists,M1AAP inhibition,Siah-1 displacement,TNAP activation fold,P. falciparum M17LAP,PMI inhibitors,Lipid droplet,Lipid droplet cells 6.5 µM
CCn1c(Cn2nnc(-c3ccccc3)n2)nnc1SCC(=O)Nc1cccc(C)c1C,-1.2%,10.9%,-4.8%,9.6%,1.1%,1.1,10.7%,7.5%,.,.
CN(C)S(=O)(=O)c1ccc(C(=O)NCC(=O)N/N=C/c2ccccc2)cc1,0.4%,-6.7%,-2.1%,3.8%,-1.5%,1.1,3.8%,-2.6%,1.4,723
Cn1c(SCC#N)nc2ccccc2c1=O,1.2%[50 µM],.,.,-4.3%,0.7%,.,-6.5%,.,13.8,798
Fc1ccc(CSc2nc3ccccc3[nH]2)cc1,3.5%,-0.7%,-7.6%,7.9%,11.5%,1,3.7%,1.1%,-10.0,725
CCCN(CCC)CCCNC(=O)c1ccc2c(c1)N(CC)C(=O)c1ccccc1S2=O (stereo not given),-0.2%,12.9%,-5.4%,-0.6%,-0.9%,1.1,-4.8%,9.8%,.,.
COC(=O)C(NC(C)=O)(Nc1sc2c(c1C(N)=O)CCCC2)C(F)(F)F (stereo not given),1.1%,4.5%,-5.7%,2.5%,-3.3%,1.1,1.9%,6.9%,-9.3,722
CC(=O)NCCn1c(SCC(=O)NCCC(C)C)nc2ccccc2c1=O,-2.3%,0.3%,-3.8%,2.4%,2.8%,1.1,-2.7%,-3.3%,.,.
CCCCN(Cc1cc2cc(OC)ccc2[nH]c1=O)C(=O)c1ccco1,-0.3%[50 µM],4.5%,-3.0%,16.1%,4.5%,1.1,-0.4%,1.6%,0.3,760
COc1ccc(Sc2nc(-c3ccccn3)ncc2OC)cc1,0.2%,-6.8%,-5.8%,1.2%,0.7%,1.4,4.8%,-16.0%,.,.
CC(C)Oc1ncnc2c1[nH]c1ccccc12,-0.8%,.,.,4.2%,2.5%,.,-5.8%,.,0.6,709
CCOC1CCCCC1NS(=O)(=O)c1ccc(Cl)cc1 (stereo not given),0.4%,-2.1%,-1.8%,4.3%,0.0%,1.1,-1.9%,0.2%,.,.
O=C(O)c1ccccc1N(Cc1ccccc1)C(=O)CO/N=C/c1ccccc1,0.0%,-3.4%,-4.6%,2.3%,4.1%,1,15.9%,4.2%,-0.3,588
O=C(CNC(=O)c1ccc(Br)cc1)NCC(=O)OCc1ccc(Cl)cc1,0.2%,9.0%,-8.9%,0.9%,6.0%,1.1,-5.7%,11.4%,-8.5,642
COc1cccc(-n2c(SCC(=O)NCCC3=CCCCC3)nc3n[nH]c(C)c3c2=N)c1,-0.3%[50 µM],1.0%,-5.2%,0.9%,1.3%,1.2,-9.6%,13.9%,.,.
O=c1cc2oc3cc(O)c(O)cc3c(-c3ccccc3O)c-2cc1O,0.3%,.,.,13.8%,83.3%*,.,-4.6%,.,-14.1,725
CC(C)(C)c1ccc(OC(=O)CN2C(=O)C3C4CCC(C4)C3C2=O)cc1 (stereo not given),0.1%,-2.6%,-6.2%,4.3%,-7.7%,0.8,-0.5%,6.3%,16.5,713
Cc1ccc(N2CC(C(=O)N/N=C/c3sccc3C)CC2=O)cc1 (stereo not given),2.9%[50 µM],-5.9%,0.8%,7.6%,-5.6%,1.1,3.3%,-5.7%,4.0,602
S=c1[nH]nc(-c2ccncc2)n1CC1CCCO1 (stereo not given),-0.1%,0.3%,-8.0%,0.5%,0.2%,1.1,-0.6%,-3.3%,.,.

# Record cards (already shown):
# `COC(=O)C(NC(C)=O)(Nc1sc2c(c1C(N)=O)CCCC2)C(F)(F)F` (stereo not given) is listed as UTI89 phage lysis = 1.1%; PMI inhibition = 4.5%; XIAP antagonists = -5.7%; M1AAP inhibition = 2.5%; Siah-1 displacement = -3.3%; TNAP activation fold = 1.1; P. falciparum M17LAP = 1.9%; PMI inhibitors = 6.9%; Lipid droplet = -9.3; Lipid droplet cells 6.5 µM = 722
# `CCCN(CCC)CCCNC(=O)c1ccc2c(c1)N(CC)C(=O)c1ccccc1S2=O` (stereo not given) is listed as UTI89 phage lysis = -0.2%; PMI inhibition = 12.9%; XIAP antagonists = -5.4%; M1AAP inhibition = -0.6%; Siah-1 displacement = -0.9%; TNAP activation fold = 1.1; P. falciparum M17LAP = -4.8%; PMI inhibitors = 9.8%; Lipid droplet = .; Lipid droplet cells 6.5 µM = .
# `O=c1cc2oc3cc(O)c(O)cc3c(-c3ccccc3O)c-2cc1O` is listed as UTI89 phage lysis = 0.3%; PMI inhibition = .; XIAP antagonists = .; M1AAP inhibition = 13.8%; Siah-1 displacement = 83.3%*; TNAP activation fold = .; P. falciparum M17LAP = -4.6%; PMI inhibitors = .; Lipid droplet = -14.1; Lipid droplet cells 6.5 µM = 725
